# HCV NS3 hel inh = HCV NS3 helicase inhibition; NS3 helicase DNA unwinding, Cy5 molecular beacon fluorescence; inhibition, % at 10.9 µM; hit rate 0.56% among 290,000; AID 1800;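 active = inhibition above the mean of all tested compounds plus 3 SD, set per campaign, cut at about 35% in these data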;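 also: 0% = DMSO wells and 100% = thioflavine S control wells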
#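 Measured by: Cy5 fluorescence, 0 and 60 min reads / Assay system: NS3 helicase fragment of HCV / Control set: low DMSO, high thioflavine S at 110 µM / Times: 1 h reaction at 25 °C, ATP-initiated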
# IMP-1 inh = blocks Pseudomonas aeruginosa IMP-1 metallo-beta-lactamase. purified IMP-1, nitrocefin hydrolysis, epi-absorbance fluorescence. inhibition, % at 5.6 µM. hit rate 0.45% among 290,000;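 active = inhibition above the mean plus 3 SD of all compounds in the same screening run, cut at about 4.5% in these data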;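 also: 0% = IMP-1 with DMSO and 100% = DMSO wells lacking enzyme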
#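 system = purified recombinant IMP-1 beta-lactamase | amount = 0.2 nM IMP-1, as dispensed | medium = HEPES buffer pH 7.1 with ZnSO4 and Brij 35 | times = 25 °C, 15 min preincubation, 25 min reaction | detection = plate fluorescence quenching by hydrolysis product, ex 480/em 530 nm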
# IDE inh = inhibitors of human insulin-degrading enzyme in cells; P14735; HEK cells, FAbetaB cleavage, fluorescence polarization; inhibition, % at 5.59 µM; hit rate 0.41% among 320,000;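 active = percent inhibition above the average of all tested compounds plus 3 SD, set per screening campaign, cut at about 16% in these data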;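 also: IDE supplied by intact live HEK cells; FP after avidin binding of uncleaved biotin substrate so inhibition keeps polarization high; 0% = DMSO wells and 100% = 60 µM reference IDE inhibitor Ii1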
# M18AAP inhibitor = PfM18AAP enzyme inhibition. recombinant PfM18AAP, H-Glu-NHMec fluorogenic cleavage. inhibition, % at 7.35 µM. hit rate 1.2% among 290,000. AID 1822;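 active = inhibition above the campaign mean inhibition over all tested compounds plus 3 SD, cut at about 28% in these data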;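 also: 0% = plate median of test compound wells and 100% = 2 mM ZnCl2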
# pCIP destab = p/CIP protein destabilization | F442A p/CIP-EGFP cells, EGFP fluorescence, 16 h | decrease of EGFP signal, % at 10 µM | hit rate 0.01% among 290,000 | Q05BA5 | AID 1984;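 active = EGFP signal decrease of at least 30% at 10 µM or well 3 SD below plate mean, unless failing retest; inactive = the rest, including hits failing retest or dose response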; also: some compounds called inactive have numbers as strong as hits; many of its hits are not listed in these tables
# IDE cell activ = boosts human insulin-degrading enzyme activity in HEK cells; P14735; FAbeta-B cleavage, fluorescence polarization; 0% vehicle, 100% cell-free pure enzyme wells; activation, % at 5.96 µM; hit rate 0.073% among 340,000;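 active = activation above the mean of all tested compounds plus 3 SD, set per screening campaign, cut at about 17% in these data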
# UBC9 SUMO inh = inhibitors of human SUMOylation (UBC9); P63279; HTRF SUMOylation assay, SAE1/SAE2 + UBC9, in vitro; inhibition, % at 35 µM; hit rate 0.36% among 290,000; AID 2006; in the data active = inhibition above about 50%, passing the limit was not always enough; also: strong numbers were not always called active
# Target sequence (P63279 whole entry, looked up): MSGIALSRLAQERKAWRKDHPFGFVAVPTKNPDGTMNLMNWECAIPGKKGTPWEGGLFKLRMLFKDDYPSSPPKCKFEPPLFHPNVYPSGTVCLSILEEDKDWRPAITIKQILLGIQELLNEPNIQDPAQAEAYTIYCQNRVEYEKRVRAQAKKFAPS
# DNA FID counter = displaces DNA intercalator in HCV helicase counter-screen; DNA fluorescent intercalator displacement, fluorescence; inhibition, % at 7.9 µM; hit rate 0.17% among 290,000; AID 1845; in the data active = inhibition above about 37%;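 also: 0% = vehicle and 100% = reference compound; higher means more ethidium bromide displaced from hairpin DNA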
# VIM-2 inh = inhibitors of Pseudomonas aeruginosa VIM-2 metallo-beta-lactamase; purified VIM-2, nitrocefin hydrolysis, epi-absorbance fluorescence; inhibition, % at 5.6 µM; hit rate 0.89% among 290,000;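 active = inhibition above the mean of all tested compounds plus 3 SD, cutoff set per screening run, cut at about 7.5% in these data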;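 also: red hydrolysis product quenches plate fluorescence so inhibitors raise well fluorescence; 0% = enzyme with DMSO and 100% = DMSO without enzyme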
# Active calls of the source: *; . = not tested or not shown. Outcome played no part in choosing rows; overall some 3.6% were active at least once.
compound,HCV NS3 hel inh,IMP-1 inh,IDE inh,M18AAP inhibitor,pCIP destab,IDE cell activ,UBC9 SUMO inh,DNA FID counter,VIM-2 inh
Cc1ccnc(NC(=O)c2ccc([N+](=O)[O-])o2)c1,1.7,-3.4,-0.3,-1.6,-21.1,1.9,5.7,0.8,-2.2
CC(C)c1ccc(OCCCN2CCCC2)cc1,-8.1,-4.4,1.7,4.2,1.0,3.7,-1.0,5.2,-2.5
COc1ccc(CNC(=S)Nc2cc(OC)ccc2OC)cc1,-4.7,-3.8,5.3,-2.8,-2.5,0.3,4.5,-2.4,-2.2
CCC(C)(C)NC(=O)CN(C(=O)C(=O)Nc1ccc2c(c1)OCCO2)C1CC1,-6.6,-1.4,-0.6,0.9,-12.3,1.5,13.9,-29.1,-2.1
Cc1ccc(NC(=S)NC(=O)c2ccc(-c3ccccc3)cc2)cc1,0.0,-2.4,0.3,-0.1,.,-8.0,.,2.6,-2.5
CCC(=O)Nc1c2c(nn1-c1ccc(OC)cc1)CS(=O)C2 (stereo not given),4.4,-3.2,-1.1,2.5,3.4,-1.6,-3.5,0.5,-1.5
COc1ccc(C(=O)CSc2nc3[nH]ncc3c(=O)[nH]2)cc1,-13.8,-2.2,4.6,16.0,10.5,2.2,8.1,-3.1,1.3
O=C(Nc1ccc(F)cc1F)N1CCN(C/C=C/c2ccccc2)CC1,-3.1,-3.3,-1.7,-5.8,-3.6,2.7,-10.6,-6.9,-4.9
O=C(CCC(=O)Nc1ccccc1Cl)N/N=C/c1ccccc1,-7.6,-4.4,-1.2,-6.9,3.0,0.5,11.9,-2.5,-2.0
COc1ccc(-c2cc(C(F)F)n3ncc(C(=O)N4CCN(C)CC4)c3n2)cc1,-4.6,-6.5,5.6,-6.1,-5.7,3.1,48.4,1.9,3.8
CC1(C)C2CC=C(/C=N/NC(=O)c3ccc(O)cc3)C1C2 (stereo not given),8.1,-1.8,7.3,5.8,-1.2,-1.3,-7.0,-6.5,-4.8
COc1ccc(NC(=O)CN(C)C(=O)CNC(=O)C2CCCCC2)cc1,0.7,-2.4,-0.3,5.8,8.8,1.4,-7.6,-11.4,-0.9
COC(=O)Cc1c(C)nc2nc(-c3ccco3)[nH]n2c1=O,1.7,-1.4,0.4,-13.0,6.6,0.7,18.5,2.2,0.5
CC1CCN(CCc2nc3cc(NC(=O)COc4ccc([N+](=O)[O-])cc4)ccc3n2C)CC1,-7.7,-3.5,3.8,-0.3,-6.4,2.5,-2.5,21.2,1.0
CC1c2c([nH]c3ccccc23)CCC1C(=O)O (stereo not given),-6.4,-4.4,-2.6,3.0,-1.2,0.8,2.8,-1.0,1.7

# In a second layout: results already given.
# Each structure is followed by: HCV NS3 hel inh, IMP-1 inh, IDE inh, M18AAP inhibitor, pCIP destab, IDE cell activ, UBC9 SUMO inh, DNA FID counter, VIM-2 inh
- CC(C)c1ccc(OCCCN2CCCC2)cc1
→ -8.1, -4.4, 1.7, 4.2, 1.0, 3.7, -1.0, 5.2, -2.5
- CC1CCN(CCc2nc3cc(NC(=O)COc4ccc([N+](=O)[O-])cc4)ccc3n2C)CC1
→ -7.7, -3.5, 3.8, -0.3, -6.4, 2.5, -2.5, 21.2, 1.0

# Next part.
compound,HCV NS3 hel inh,IMP-1 inh,IDE inh,M18AAP inhibitor,pCIP destab,IDE cell activ,UBC9 SUMO inh,DNA FID counter,VIM-2 inh
Cn1c(Cn2c(=O)sc3ccccc32)nnc1SCC(=O)Nc1cccc(F)c1,-1.1,-0.3,-0.7,9.1,-9.1,5.2,4.6,1.1,1.8
CCOC(=O)NC(=O)CN1C(=O)NC(C)(c2ccccc2)C1=O (stereo not given),0.1,-3.8,-1.0,0.1,-5.8,3.5,-5.0,-2.2,-1.8
Cn1nccc1C(=O)N1CCCC(C(=O)c2cccc3ccccc23)C1 (stereo not given),-2.6,-2.0,-0.5,4.2,-3.9,4.4,12.4,-4.6,2.0
COc1ccc(NC(=O)/C=C/c2cc(Br)ccc2OC)cc1,2.7,-2.5,5.1,1.9,10.9,7.2,-11.1,-2.9,-4.6
O=C(NCC1CCCO1)c1cc(C(=O)c2ccc(Cl)cc2Cl)c[nH]1 (stereo not given),-12.0,-2.0,-3.1,2.2,-10.7,-3.5,10.1,-16.9,-0.7
Cc1cc(=O)n2[nH]cc(C(=O)O)c2n1,5.9,-3.8,-1.0,29.1*,-12.0,2.4,9.6,-1.6,1.4
O=C(O)c1ccc(NS(=O)(=O)c2ccc(NC(=O)c3ccccc3Cl)cc2)cc1,-5.7,-2.3,2.8,2.0,-5.5,4.5,0.8,-5.1,-0.4
Cc1ccc(C2=NOC(=O)/C2=C\C=C\c2ccccc2)cc1,31.1,-1.9,.,-2.4,-22.7,-2.6,16.3,-26.4,-4.2
CN(C(=O)COC(=O)c1ccc(S(=O)(=O)N2CCCC2)cc1)c1ccccc1,-1.9,-1.3,0.1,1.6,14.0,-0.5,-4.4,-31.4,-1.7
CC(NC(N)=O)C(=O)NCC(=O)OCc1ccccc1 (stereo not given),14.8,0.5,6.0,-12.4,3.0,2.9,4.0,2.2,0.1
COc1cc(/C=N/NC(=O)CN(Cc2ccccc2)S(=O)(=O)c2ccc3c(c2)OCCO3)ccc1O,6.9,-3.7,4.2,4.9,-12.7,2.4,9.6,-17.8,-7.1
O=C(NCc1ccco1)c1nn2cccnc2c1Cl,6.4,-4.5,3.2,-6.4,2.0,-3.7,-8.5,9.3,-4.3
Cn1c(C(=O)O)c(CC(=O)N2CCC(Cc3ccccc3)CC2)c2ccccc21,6.3,-1.9,0.2,0.0,1.8,2.0,13.6,-28.2,-1.8
OC(CNC1CCCCCC1)COc1cccc2ccccc12 (stereo not given),-60.9,-3.3,-4.4,3.8,-0.9,4.1,-9.4,19.4,-1.7
COc1ccc(NC(=O)CCNC(=O)N2CC(=O)Nc3ccccc32)c(OC)c1,-1.7,-2.4,1.5,1.8,5.2,-5.0,-2.1,-19.5,-1.7
O=C(O)c1ccc2c(c1Sc1ccccc1)C(=O)c1ccccc1C2=O,7.8,-1.8,0.7,-0.7,-1.7,.,14.9,-9.5,-1.9
COc1ccc(C(C)C)cc1S(=O)(=O)N1CC(C)OC(C)C1 (stereo not given),2.4,0.5,3.8,-3.0,-4.6,10.6,28.1,-18.9,-0.8
COc1ccc(CC(=O)NCCc2cnc[nH]2)cc1,12.8,-6.5,-2.4,-5.4,7.3,-3.1,-8.6,-2.8,-2.3
COc1ccc(C(=O)OCC(=O)Nc2ccc(F)c(F)c2)cc1OC,-2.0,-3.3,8.5,-1.7,-14.5,3.8,12.5,-4.1,-1.5
CC(C)Nc1nc2cccnc2s1,2.7,-4.4,3.8,-1.4,-3.6,5.4,7.0,-1.5,-3.5
CCC(c1nnnn1Cc1ccccc1)N1CCN(c2ccc(OC)cc2)CC1 (stereo not given),-4.9,-2.1,0.3,4.9,-16.0,5.2,4.0,-25.5,-5.1
COCCN(C(=O)COC(=O)C1=COCCO1)c1c(N)n(Cc2ccccc2)c(=O)[nH]c1=O,3.0,-1.8,-1.7,-0.7,4.6,0.1,8.9,-6.0,-1.1
NC(=O)c1cccc(S(=O)(=O)N2CC(c3ccccc3)CC2=O)c1 (stereo not given),-5.1,-2.9,2.0,-5.8,-8.4,1.7,15.8,-2.4,-4.1
CCC(C)[C@H](NC(=O)N1CCn2c1nc1ccccc12)C(=O)NCC1CCCO1 (stereo not given in full),0.8,-0.2,-3.0,0.7,6.0,3.1,-3.3,-48.0,-2.5
Cc1occc1C(=O)Nc1nn[nH]n1,8.2,-5.1,-9.7,5.7,1.4,5.0,-0.5,3.6,-1.4
COc1ccccc1Nc1nc(N)nc(CN2CCOCC2)n1,0.6,-1.0,1.0,-8.2,-12.6,6.0,10.1,-0.7,2.7
Cc1cc(C(=O)O)cc(S(=O)(=O)NNC(=O)c2cccs2)c1C,2.6,-3.3,3.0,13.3,-0.7,0.2,11.6,-0.2,-1.4
Cc1ccc(S(=O)(=O)N2CCOCC2)cc1NC(=O)CNCc1ccccn1,-5.9,-2.5,-3.9,-0.8,-9.6,5.2,4.5,5.8,-3.9
COc1ccc(CCNCC(=O)Nc2c(C)cc(C)cc2C)cc1OC,-1.1,-1.6,1.0,-0.6,2.3,1.8,12.8,1.3,1.3
Cn1c(=O)c2c(nc(-n3ccnc3)n2Cc2ccc(Cl)cc2Cl)n(C)c1=O,-5.2,-1.5,8.3,-1.9,-3.2,-6.3,6.3,-25.8,3.5
COc1ccc(S(=O)(=O)N(C)c2ccc(C(=O)N3CCN(C)CC3)cc2)cc1,-1.5,-2.8,0.1,3.6,2.9,4.3,-0.5,5.2,-3.3
O=C(COC(=O)CCN1C(=O)/C(=C\C=C\c2ccccc2)SC1=S)Nc1ccc(Br)cc1,4.3,5.5*,3.2,5.7,10.1,-2.8,32.3,-4.0,-2.6
O=C(COC(=O)c1cc(S(=O)(=O)N2CCOCC2)c(Cl)cc1Cl)Nc1ncc(C(F)(F)F)cc1Cl,3.4,-5.0,2.7,-5.6,-5.8,2.6,14.9,-4.5,-3.3
COc1ccc(C2C3=C(CC(C)(C)CC3=O)Nc3c2c(=O)[nH]c(=O)n3Cc2ccccc2)cc1OC (stereo not given),-0.6,-2.5,-2.9,-1.6,-1.4,1.8,-4.8,-35.4,-1.9
CCCCCCOc1ccc(OCC(O)CN2C(=O)NC(C)(C)C2=O)cc1 (stereo not given),-7.9,-3.5,6.9,4.7,3.5,1.7,-4.8,-25.9,-0.4
COc1nc(C#N)c(N2CCOCC2)o1,10.9,-4.6,-1.1,1.3,5.1,2.8,-3.6,-0.9,-4.2
CCCCn1nc(CC(=O)O)c2ccccc2c1=O,-2.3,-2.5,-3.3,-2.7,-2.2,8.0,-12.4,1.7,-1.4
CCOc1ccc(NC(=O)c2ccc(Cl)c(NC(=O)c3ccco3)c2)cc1,-3.3,-2.0,-0.7,0.0,-4.0,4.2,6.2,-15.2,-1.3
CC(CCC(=O)O)C1CCC2C3C(O)CC4CC(O)CCC4(C)C3CC(O)C12C (stereo not given),1.7,-1.4,6.0,5.5,19.6,3.9,-2.1,-34.7,-0.2
COc1ccc(CC(=O)NNC(=O)c2ccccn2)cc1,8.7,-2.7,0.3,8.0,-8.7,5.3,-2.4,-6.7,-3.6
CN(C(=O)c1ccncc1)C1CC(C)(C)N(O)C(C)(C)C1,2.4,-3.4,-0.2,6.9,-14.5,0.1,9.2,-2.7,-4.3
CC(C)c1nc(SCC(=O)NC2CCCC2)c2c(=O)n(C)c(=O)n(C)c2n1,3.4,-2.3,-0.3,-8.1,-7.7,0.5,12.7,-8.2,1.7
Cc1cc(C)cc(Nc2nc3c([nH]2)c(=O)n(C)c(=O)n3C)c1,1.9,-4.1,-3.0,5.2,4.3,-0.3,13.6,-4.6,-2.0
COc1ccccc1N(CC(=O)NC1CCCCC1)C(=O)CNC(=O)c1cccs1,-2.4,1.5,0.1,7.2,-5.5,1.5,-15.7,-38.6,-0.3

# Bioassay records from PubChem BioAssay.
